Coupling enz: coupling enzyme interference in Giardia aldolase counter-screen; coupling enzyme system counterscreen, AmpLite Red fluorescence; activity change, negative = inhibition, % at 58.2 µM, hits read low; actives 0.67% (n = 290,000); AID 2472; in the data active = activity change below about -30%; also: % is scaled to controls: 0 for no effect and ±100 for the full control effect
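Counterscreen of the coupled detection system alone, without aldolase: glyceraldehyde-3-phosphate coupling enzymes plus AmpLite Red readout. Compounds at 57.5 uM final, 10 min RT preincubation, 20 min RT reaction, fluorescence 525/598 nm.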
Giardia kill: Giardia lamblia killing; Giardia lamblia trophozoite viability; activity change, % at 7.66 µM, hits read low; actives 0.15% (n = 340,000); AID 540267; in the data active = activity change below about -80%; inconclusive = between about -30% and that limit;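 also: parasites exposed to compound for two days anaerobically before the ATP read; % is scaled to controls: 0 for no effect and ±100 for the full control effect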
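Compounds were tested on trophozoites seeded at 100 cells/well and held 48 hrs at 37 deg C anaerobically. An ATP-based luminescent kit measured the remaining live cells.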
Chronic BCR inh: chronic active BCR signaling inhibition; ABC-DLBCL IkBa-CBG/CBR reporter, luminescence ratio, 4 h; Potency, µM (doses to about 46.1 µM), inactives show at the highest dose ratio change, negative = lower green/red ratio, hits mostly inhibitors; actives 0.05% (n = 340,000); AID 493014; active = well fitted inhibition curve with a large enough effect in the signal ratio, with a control signal flat, not every such curve was filed as active; inconclusive = small, poorly fitted or top-dose-only effect, or effect the other way, or a change in a side signal; the % refers to the signal ratio;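 also: potency is read from the fitted curve at half-maximal effect; plate controls were basal doxycycline-induced cells for no effect and cells given 10 µM MG132 for full effect; MG132 reads +100%, hits lower the ratio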
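Compounds up to 46 uM were incubated four hours with TMD8 cells whose green CBG68 luciferase is fused to IkappaBalpha; red CBR luminescence normalised the signal, and concentration-effect curves were fitted to fusion, red and ratio data.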
TSHR antagonist: human thyrotropin receptor antagonism. P16473. TSHR-expressing cells, TSH-stimulated cAMP HTRF, 2 h; hits give low values. activity change, negative = inhibition, % at 11.5 µM. actives 0.2% (n = 330,000);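 active = activity change below a set negative limit, meaning inhibition stronger than a set level, cut at about -70% in these data; inconclusive = activity change between two set negative limits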; also: % is scaled to controls: 0 for no effect and ±100 for the full control effect
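TSHR-expressing cells were treated with compounds, then stimulated with TSH at EC80 (4nM final) for 2 hours at 37 deg C. Cellular cAMP was measured by HTRF competition between lysate cAMP and cAMP-d2 for a cryptate-labelled anti-cAMP antibody.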
TCR activator: activators of T cell receptors | primary human leukocytes, anti-CD3, IL-2 HTRF, 48 h | Potency, µM (highest dose often 9.22 µM), for inactives: at the top dose activation of IL-2 secretion, hits mostly activators | 330,000 tested, under 10 active | AID 504894; also: % of control where 0% means no effect
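IL-2 release read by HTRF sandwich (Eu cryptate donor, d2 acceptor, 665 nm emission) after 48 hr exposure of primary human leukocytes to compound together with anti-CD3 beads in the absence of co-stimulatory signals.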
hERG WT inh: KCNH2 (human, wildtype) channel inhibition | Q12809 | activity change, % at 1.84 µM | U2OS, BacMam KCNH2, thallium flux FluxOr; hits give low values | actives 0.37% (n = 340,000) | AID 720551;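 active = maximum activity change below -70%; inconclusive = maximum activity change between -70% and -50%; inactive = maximum activity change above -50%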; also: % is scaled to controls: 0 for no effect and ±100 for the full control effect
Target sequence (Q12809 whole entry, looked up): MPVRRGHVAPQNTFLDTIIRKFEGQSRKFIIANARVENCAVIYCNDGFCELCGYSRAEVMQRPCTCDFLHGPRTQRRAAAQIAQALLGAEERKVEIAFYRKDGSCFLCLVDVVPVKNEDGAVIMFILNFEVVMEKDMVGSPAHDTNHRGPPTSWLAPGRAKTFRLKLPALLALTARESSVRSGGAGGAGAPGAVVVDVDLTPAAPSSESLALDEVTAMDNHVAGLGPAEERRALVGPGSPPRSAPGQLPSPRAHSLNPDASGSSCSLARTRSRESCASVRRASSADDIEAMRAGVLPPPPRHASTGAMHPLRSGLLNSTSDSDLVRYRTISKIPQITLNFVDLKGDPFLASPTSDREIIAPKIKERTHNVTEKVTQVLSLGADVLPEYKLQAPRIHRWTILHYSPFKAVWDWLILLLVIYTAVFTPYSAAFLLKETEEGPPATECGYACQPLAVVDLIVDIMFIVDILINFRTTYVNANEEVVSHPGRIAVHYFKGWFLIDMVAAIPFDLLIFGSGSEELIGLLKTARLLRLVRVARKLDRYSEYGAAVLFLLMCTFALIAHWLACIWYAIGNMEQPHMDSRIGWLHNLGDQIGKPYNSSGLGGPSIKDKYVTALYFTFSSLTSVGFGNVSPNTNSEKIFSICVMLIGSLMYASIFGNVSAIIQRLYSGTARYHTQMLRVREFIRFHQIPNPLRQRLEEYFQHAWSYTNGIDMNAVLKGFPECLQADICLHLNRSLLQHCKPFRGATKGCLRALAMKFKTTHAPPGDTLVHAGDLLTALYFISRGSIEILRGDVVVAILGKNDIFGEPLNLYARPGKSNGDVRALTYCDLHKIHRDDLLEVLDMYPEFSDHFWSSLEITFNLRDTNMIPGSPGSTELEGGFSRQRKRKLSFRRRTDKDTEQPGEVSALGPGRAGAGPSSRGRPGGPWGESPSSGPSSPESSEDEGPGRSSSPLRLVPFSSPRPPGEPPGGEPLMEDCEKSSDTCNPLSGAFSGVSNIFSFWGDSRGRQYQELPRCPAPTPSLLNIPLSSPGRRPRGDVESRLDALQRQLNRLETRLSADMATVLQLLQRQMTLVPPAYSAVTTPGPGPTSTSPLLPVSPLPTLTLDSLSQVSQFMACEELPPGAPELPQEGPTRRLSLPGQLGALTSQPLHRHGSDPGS
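U2OS cells were transduced with wild-type KCNH2 virus (2.03 x 10^8 / mL) for 4 h at room temperature, then cultured overnight at 37 C. Thallium flux was read with FluxOr dye. Rate constants were normalized to DMSO controls.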
Tb PFK block: T. brucei PFK enzyme inhibition. O15648. Potency, µM (titrated, usually from 57.5 µM), without a hit: at the top dose activity, negative = inhibition, hits mostly inhibitors. AID 485367. actives 0.17% (n = 330,000). T. brucei PFK, ADP-Glo luminescence;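 also: potency is read from the fitted curve at half-maximal effect; 0% = uninhibited 1x PFK enzyme wells and -100% = no-enzyme wells; nearly all actives have a fitted effect of over 60% in size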
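In TEA buffer at pH 8.0 with 5 mM MgCl2, enzyme (1.25 nM) converted F6P (0.5 mM) and ATP (0.1 mM) for 45 min at room temperature. ADP product was read by luciferase luminescence.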
A-T KAP1 phos: candidate therapy for ataxia-telangiectasia | AID 485349 | actives 0.19% (n = 320,000) | […] A-T fibroblasts, KAP-1 phosphorylation AlphaLISA; neocarzinostatin DNA damage 30 min before lysis | Potency, µM (highest dose often 57.5 µM), inactives show top-dose activation, hits mostly activators; also: potency is read from the fitted curve at half-maximal effect; % of control where 0% means no effect; nearly all actives have a fitted effect of over 45% in size
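hTERT-immortalized A-T patient fibroblasts ([…]), 500 cells/well in OPTI-MEM, 1% FBS, got compounds for 60 min, then NCS for 30 min at 37C. Lysates were then assayed for phospho-KAP-1 by AlphaLISA (anti-pKAP1 donor, anti-KAP1 acceptor beads), 6 hr at 25C.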
CXXC DNA block: MLL CXXC-DNA interaction inhibition; Q03164; MLL-CXXC / FITC-HOXA9 DNA fluorescence polarization; Potency, µM (top dose mostly 115 µM), inactives show top-dose activity change, negative = inhibition, usual class: inhibitors; actives 0.037% (n = 290,000); AID 2662; active = well fitted inhibition curve with a large enough effect in the polarisation, with a control signal flat, not every such curve was filed as active; inconclusive = small, poorly fitted or top-dose-only effect, or effect the other way, or a change in a side signal; inactive = no such curve, though single readings can be large or run the other way; the % refers to the polarisation; also: potency is read from the fitted curve at half-maximal effect
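Purified MLL-CXXC (added from a 7 uM solution) was preincubated 5 min at ambient with pinned compounds in 50 mM Tris-HCl pH 7.5, 50 mM NaCl, 1 mM DTT, 0.05% BSA. Fluorescein-labeled HOX-A9 DNA (50 nM solution) followed, 30 min, then polarization read.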
GALK inhibitor: blocks human galactokinase activity | P51570 | Purified GALK, Kinase-Glo residual ATP luminescence | Potency, µM (top dose mostly 57.5 µM), without a hit: at the top dose activity change, negative = inhibition, actives largely listed as inhibitors | actives 0.007% (n = 270,000); also: potency is read from the fitted curve at half-maximal effect; % is scaled to controls: 0 for no effect and ±100 for the full control effect
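Compounds were pin-transferred into ATP buffer (35 uM final), then GALK plus galactose (5 nM, 100 uM final) was added. After 1 h at room temperature, Kinase-Glo Plus was added and luminescence read after 10 min.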
* hit, by the source's call; ? = inconclusive; · = not tested or not shown; [ ] = remark or other dose. Unless noted, calls follow the shape of the dose curve; as a rule, active = well fitted curve in the direction sought with a large enough effect; inconclusive = small, poorly fitted or top-dose-only effect, or another doubt; inactive = no such curve, though single readings can be large; an effect the other way counts as inactive or inconclusive.

structure,Coupling enz,Giardia kill,Chronic BCR inh,TSHR antagonist,TCR activator,hERG WT inh,Tb PFK block,A-T KAP1 phos,CXXC DNA block,GALK inhibitor
O=C1[C@H]2[C@@H](c3ccc(F)cc3)N3C(=O)N(c4cccc(Cl)c4)C(=O)[C@@]3(Cc3ccc(Cl)cc3)[C@H]2C(=O)N1C1CCCCC1,-3,-5,13%,-3,1%,2,-1%,-6%,6%,·
Cc1cc(NC(=O)CSc2sc3c(O)cc(=O)[nH]c3c2C#N)ccc1Br,4,9,-1%,12,0%,2,1%,-7%,36%[activator],-7%
Fc1ccc(CN2CCSCC2)cc1F,1,-29,4%,-1,·,-1,1%,0%,-1%,-4%
O=C1COc2ccc(S(=O)(=O)Nc3ccc(F)cc3)cc2N1,·,3,-8%,1,-5%,-10,7%,2%,1%,-3%
O=C1Cc2ccccc2Sc2cc(OCCCN3CCCCC3)ccc21,-16,-15,-11%,-1,12%[46.1 µM],2,4%,4%,7%,0%
CCOC(=O)C1=CN(Cc2cccc(F)c2)S(=O)(=O)NC1c1ccc(F)c(Cl)c1 (stereo not drawn),·,-5,?,-5,-4%[46.1 µM],10,-1%,8%,·,·
NC(=S)N=Nc1c(O)n(Cc2ccc(Br)cc2)c2ccccc12,1,4,?,-6,4%[46.1 µM],19,4%,4%,?,0%
O=C(Nc1cccc(C(F)(F)F)c1)c1cccnc1N1CCOCC1,4,-4,-4%,0,0%[46.1 µM],·,-1%,2%,8%,·
COC(=O)c1ccc(COc2ccc(C)c(C)c2)o1,3,10,?,2,7%,11,-4%,-5%,-24%,2%
OC1(c2ccc3ccccc3c2)CCN(Cc2ccccc2)C1 (stereo not drawn),-4,-25,?,37,-5%,9,-1%,11%,?,-2%
CCOC(=O)Cc1csc(NC(=O)Cc2ccccc2)n1,3,9,?,-7,-8%,-18,-1%,-1%,1%,1%
COc1cccc(C(=O)N2CCN(Cc3ccccc3C(F)(F)F)CC2)c1,0,28,-8%,16,9%,3,-20%,10%,-5%,-1%
CC1=C(C(=O)Nc2cccc(C(=O)N3CCC(C(N)=O)CC3)c2)SCCO1,·,-13,2%,19,6%,2,4%,-8%,-4%,-6%
COc1ccc(Cl)cc1S(=O)(=O)Nc1cccc(C(=O)O)c1,15,31[activator],3%,6,11%,6,-1%,-1%,-2%,0%
COc1ccc(C2CCCN2C(=O)Nc2ccccc2)cc1OC (stereo not drawn),2,-9,-12%,7,2%,-2,0%,-4%,-1%,2%
COc1cc(N/N=C(\C)c2ccc(O)c(C)c2)nc(-c2ccccc2)n1,-3,-9,29%,15,-2%,-9,-3%,36%,-11%,-4%
CN(C)c1ccc(CNS(=O)(=O)c2ccc3c(c2)NC(=O)CS3)cc1,1,-1,0%,0,4%,0,2%,-14%,6%,-1%
Cc1cccc(NC(=O)C(C)n2cc([N+](=O)[O-])cn2)n1 (stereo not drawn),2,-12,?,24,-1%,-7,-15%,-3%,1%,0%
Cc1cccc(CCN2CCN=C2Nc2ccccc2)c1,·,-5,-3%,-10,3%,26,-22%,9%,·,·
O=C(CC(Nc1ccc(F)cc1)C(=O)OCC(=O)c1cccs1)c1ccccc1 (stereo not drawn),-1,9,?,-11,1%[46.1 µM],0,-23%,4%,-5%,2%
O=C(Nc1ccccc1C(=O)Nc1ccccn1)c1cc(F)c(F)cc1Cl,1,-5,-1%,2,-10%,-2,0%,-3%,19%,-3%
CCCCn1c(N)c(N(CCOC)C(=O)c2c(C)noc2C)c(=O)[nH]c1=O,·,2,2%,4,-6%,-15,0%,-9%,·,·
CC(C)(C)C(=O)O/N=C(\N)Cc1ccc(-c2csnn2)cc1,1,26,5%,-3,1%,-6,-3%,2%,2%,2%
COc1ccc(CNc2nc(SCc3cc(=O)n4cc(Cl)ccc4n3)nc3ccccc23)cc1,2,-14,-8%,14,-7%[46.1 µM],19,-1%,0%,-5%,0%
COc1ccc(C)cc1N(C(=O)c1ccco1)C(C(=O)NC1CCCC1)c1ccc(N2CCOCC2)cc1 (stereo not drawn),1,-5,2%,-19,-8%,-5,-2%,3%,19%,-3%
COc1ccc(C(=O)COC(=O)Cn2[nH]c(=O)c3ccccc3c2=O)c(OC)c1,·,-3,?,-2,-7%,3,1%,-7%,·,·
O=C(NCc1cccnc1)C1CCN(C(=O)c2ccc(Cl)cc2Cl)CC1,-1,10,0%,0,2%,-5,-6%,14%,1%,-3%
COc1ccc(NC(=S)N(CCCN2CCOCC2)Cc2ccco2)cc1,3,-13,5%,3,-2%,-11,-12%,3%,11%,-1%
CNC(=O)COC(=O)c1ccccc1NC(=O)c1ccco1,5,-13,?,-7,1%,3,-4%,3%,-1%,9%
O=C(O)c1cc(Cl)c(Cl)cc1C(=O)N1CCOCC1,2,17,-1%,15,8%,6,1%,-2%,6%,-2%
CN(C(=S)NC(=O)/C=C/c1ccc(F)cc1)C1CCCCC1,1,0,?,-12,2%,-11,-7%,-7%,-8%,·
COc1cc2c3c(c1)C(C)CC(C)(C)N3C(=O)C2=O (stereo not drawn),-2,-2,?,-5,-13%,-7,0%,-1%,3%,-3%
Cc1ccc(NS(=O)(=O)c2ccc(C(=O)NCCCN3CCCC3=O)cc2)cc1C,·,-9,4%,-10,-1%,4,19%,-1%,·,·
CCOC(=O)c1c(C)oc2c1c(C=NCC1CCCO1)c(O)c1ccccc12 (stereo not drawn),-9,1,9%,6,-3%,-5,2%,1%,-5%,-3%
COc1ccccc1C(=O)Nc1sc2c(c1C(=O)NCc1ccco1)CCCC2,0,1,-13%,16,-4%,9,-3%,-2%,-15%,1%
CN1CCN(S(=O)(=O)c2ccc(Sc3nnnn3-c3ccccc3)c([N+](=O)[O-])c2)CC1,1,-13,-8%,45,4%[46.1 µM],9,-2%,5%,-5%,·
Cc1ccc(NC(=S)NCC(O)c2ccccc2)c(C)c1 (stereo not drawn),7,-12,1%,4,·,4,-1%,4%,20%,·
Cc1ccc(-c2noc(CN(C(=O)C34CC5CC(CC(C5)C3)C4)C(C)C)n2)cc1,2,-13,0%,6,-7%,-23,-2%,0%,-5%,-2%
N#Cc1c(SCC(=O)Nc2ccc(Cl)cc2Cl)sc2c(O)cc(=O)[nH]c12,6,11,4%,-1,10%,-22,2%,-4%,29%,-6%
Cc1ccc2c(CC(=O)NCCc3ccc(S(N)(=O)=O)cc3)coc2c1,-2,10,1%,2,1%,6,11%,-4%,-1%,0%
COc1ccc(/C=C2\CCCC3C2=NC(=S)NC3c2ccc(OC)cc2)cc1 (stereo not drawn),0,-24,-5%,5,2%[46.1 µM],4,3%,-8%,5%,2%
CCN(CC(=O)Nc1c(F)cccc1F)C(=O)C1CCN(C(=O)c2ccc(F)cc2)CC1,·,5,10%,-4,-4%,-3,2%,-2%,·,·
CC(=O)Nc1cccc(NC(=O)COC(=O)CO/N=C(\C)c2ccc3c(c2)OCO3)c1,0,-1,0%,12,·,-3,1%,-9%,?,-5%
Cc1ccc(CCS(=O)(=O)c2ccc(C(C)(C)C)cc2)cn1,2,17,4%,-16,·,-6,0%,15%,-3%,5%
CCOc1ccc(N2C(=O)/C(=C/c3ccco3)N(C)C2=S)cc1,1,3,4%,1,0%[46.1 µM],-1,1%,6%,-4%,0%
COc1ccc2sc(SCCCS(=O)(=O)O)[n+](CCCS(=O)(=O)[O-])c2c1,7,-8,1%,-24,9%[46.1 µM],-156*,?,27%,-16%,-2%
COc1ccc2c(COC(=O)CCS(=O)(=O)c3ccccc3)cc(=O)oc2c1,1,·,1%,-9,·,·,-2%,-3%,10%,12%
O=C(O)c1ccc(/C=N/NC(=O)C(O)(c2ccccc2)c2ccccc2)cc1,-2,-21,2%,-10,6%,15,1%,0%,-13%,-1%
Cc1ccc(CN2CCN(C(=O)c3cccc4ccccc34)CC2)cc1,0,10,?,-26,12%,-1,-5%,13%,1%,-6%
Nc1ncc2c(n1)CCN(c1ccc([N+](=O)[O-])cc1)C2,-1,-13,-4%,7,1%,14,-6%,-7%,14%,-1%
Cc1ccc(C(=O)NCN2CCN(c3ccc(F)cc3)CC2)cc1,·,1,?,-4,-8%,-3,-4%,2%,·,·
CN(C)CCCn1c2c(c(SCC(=O)Nc3ccc4c(c3)OCCO4)nc1=O)CCC2,·,2,?,15,3%,12,-4%,-3%,·,·
